# Assay outcomes: PubChem, several laboratories
# OX1R antag: OX1R (human) antagonism; 1.8% of 330,000 active; inhibition, % at 6.6 µM; OX1R-expressing cells, FRET antagonist read-out; in the data active = inhibition mostly above about 38%, no sharp cut-off; inactive = mostly below about 40%;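 note: 0% = agonist challenge alone and 100% = reference antagonist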
# Target sequence (O43613 whole entry, looked up): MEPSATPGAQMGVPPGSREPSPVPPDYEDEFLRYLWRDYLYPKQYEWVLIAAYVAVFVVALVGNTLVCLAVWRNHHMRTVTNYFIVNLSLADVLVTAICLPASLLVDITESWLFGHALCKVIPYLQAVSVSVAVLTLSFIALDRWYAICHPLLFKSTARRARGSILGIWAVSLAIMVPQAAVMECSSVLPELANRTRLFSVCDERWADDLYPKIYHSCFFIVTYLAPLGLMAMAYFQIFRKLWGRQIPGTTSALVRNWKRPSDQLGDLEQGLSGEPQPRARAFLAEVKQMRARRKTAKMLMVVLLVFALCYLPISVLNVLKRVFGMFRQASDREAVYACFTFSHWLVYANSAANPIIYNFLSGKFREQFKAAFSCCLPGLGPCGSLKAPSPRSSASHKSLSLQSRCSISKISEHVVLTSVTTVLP
# STK33 kinase inh: blocks human STK33 kinase activity. Q9BYT3. purified STK33, MBP phosphorylation, ADP-Glo luminescence. inhibition, % at 10 µM. 0.073% of 320,000 active;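 active = inhibition at or above 25%, using the most active replicate where run in duplicate; inactive = inhibition below 25%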
# Target sequence (Q9BYT3 whole entry, looked up): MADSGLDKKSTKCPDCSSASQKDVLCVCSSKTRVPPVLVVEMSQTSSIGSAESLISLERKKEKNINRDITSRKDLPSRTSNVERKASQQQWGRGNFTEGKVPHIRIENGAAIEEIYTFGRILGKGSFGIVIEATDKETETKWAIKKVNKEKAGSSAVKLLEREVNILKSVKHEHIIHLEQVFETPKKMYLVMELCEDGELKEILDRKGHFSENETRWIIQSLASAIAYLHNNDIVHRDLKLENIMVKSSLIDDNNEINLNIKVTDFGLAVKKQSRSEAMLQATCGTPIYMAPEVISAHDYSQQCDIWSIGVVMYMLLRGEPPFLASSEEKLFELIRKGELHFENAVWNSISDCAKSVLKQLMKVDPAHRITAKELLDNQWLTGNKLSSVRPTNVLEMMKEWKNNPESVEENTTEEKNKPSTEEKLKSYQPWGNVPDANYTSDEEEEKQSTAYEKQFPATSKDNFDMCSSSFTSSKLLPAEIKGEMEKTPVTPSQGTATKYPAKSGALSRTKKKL
# An asterisk follows results filed as active; nt = no result given. The list is partial (hit frequency here may not be typical).
SMILES,OX1R antag,STK33 kinase inh
Cn1cc(C(O)CN2CCCCC2)c2ccccc21 (stereo not drawn),-8.3,-0.6
CCOP(=O)(OCC)c1cccc(OP(=O)(c2cccc([N+](=O)[O-])c2)c2cccc([N+](=O)[O-])c2)c1,16.9,-3.3
CCN(CC)C(=O)c1ccc(NC(=O)CNC(C)c2cccc3ccccc23)cc1 (stereo not drawn),11.5,1.3
CC1=C(C(=O)OC(C)C)[C@]2(C(=O)N(CC(N)=O)c3ccccc32)C(C#N)=C(N)O1,7.2,-1.3
CCCCOC(=O)C1=C(N)OC2=C(C(=O)CC(C)(C)C2)[C@]12C(=O)N(C)c1ccccc12,0.7,-5.8
CN1C(=O)C(Cc2ccsc2)C(=O)N(C)C1=O,4.9,0.8
CCn1c(C)cc(/C=C2\C(=O)NC(=O)N(c3ccccc3C)C2=O)c1C,23.2,-1.0
O=c1c2ccccc2nc(/C=C/c2ccccn2)n1-c1ccccc1,7.7,-0.7
Cc1ccc(OCC(=O)N2CCN(Cc3ccc([N+](=O)[O-])cc3)CC2)cc1,10.0,-2.6
Cc1nc2c(-c3ccccc3)c(C)nn2c(C)c1CCC(=O)N1CCC2(CC1)OCCO2,24.1,1.4
COc1ccc(N=C(C)c2c(O)[nH]c(=O)[nH]c2=O)cc1,17.5,-2.9
COc1ccc(O)c(CN2CCCC(C(=O)c3ccccc3SC)C2)c1 (stereo not drawn),22.6,-0.7
Cc1ccccc1-n1c(O)c(C=NCCN2CCOCC2)c(=O)[nH]c1=O,8.3,-0.6
O=[N+]([O-])c1ccc(Cl)cc1,-0.6,-1.7
Cc1ccc(S(=O)(=O)N2CCN(C(=O)COC(=O)Cc3ccccc3)CC2)c(C)c1,17.4,-2.1

# Six records picked at random from the list so far:
SMILES,OX1R antag,STK33 kinase inh
COc1ccc(O)c(CN2CCCC(C(=O)c3ccccc3SC)C2)c1 (stereo not drawn),22.6,-0.7
O=[N+]([O-])c1ccc(Cl)cc1,-0.6,-1.7
Cc1ccccc1-n1c(O)c(C=NCCN2CCOCC2)c(=O)[nH]c1=O,8.3,-0.6
Cn1cc(C(O)CN2CCCCC2)c2ccccc21 (stereo not drawn),-8.3,-0.6
CC1=C(C(=O)OC(C)C)[C@]2(C(=O)N(CC(N)=O)c3ccccc32)C(C#N)=C(N)O1,7.2,-1.3
O=c1c2ccccc2nc(/C=C/c2ccccn2)n1-c1ccccc1,7.7,-0.7

# Other entries
SMILES,OX1R antag,STK33 kinase inh
COc1ccc(CCN(C)Cc2ccncc2)cc1OC,12.3,-0.2
C=CCn1c(O)c(C(C)=NCCN2CCCCC2)c(=O)[nH]c1=O,15.3,-0.2
CCC1C2CC3C4N(C)c5ccccc5C45CC(C2C5O)N3[C@@H]1O (stereo partly drawn),5.2,-0.9
CCOP(=O)(OCC)C1(C(=O)O)CCCC1,7.9,-0.3
CN1CCN(C(=O)COc2ccc3ccccc3c2Br)CC1,6.0,1.0
CCOc1ccc(N2C(=O)/C(=C/c3ccco3)C(=O)NC2=S)cc1,6.0,1.3
CC1(C)C2SCC(=O)N2CCN1CC(=O)NN (stereo not drawn),-0.1,-0.1
CN(Cc1ccccc1)C1CCCN(C(=O)COc2ccccc2Cl)C1 (stereo not drawn),-3.2,0.5
C[C@]12CCC(=O)C[C@@H]1CC[C@@H]1[C@@H]2CC[C@]2(C)[C@@H](O)CC[C@@H]12,6.0,nt
COc1ccc(NC(=O)N2C[C@@H]3C[C@@H](C2)c2cccc(=O)n2C3)c(OC)c1,7.7,0.2
Cc1ccc2c(c1)CC1(CN2C)C(=O)NC(=O)N(C(C)C)C1=O (stereo not drawn),18.8,1.0
CN=C1CN(O)C(c2ccccc2)=c2cc(Cl)ccc2=N1,21.9,-2.6
O=C(COC(=O)Cc1ccccc1)Nc1cc(S(=O)(=O)N2CCOCC2)ccc1N1CCCC1,7.7,-1.4
N[C@@H]1C[C@H]1c1ccccc1,13.7,-2.1
c1ccc2c(CNC3CCCCCC3)c[nH]c2c1,9.3,-0.1
Fc1ccccc1CNCCc1c[nH]c2ccccc12,-2.0,0.7
CCOC(=O)C1CCN(/C=C2/C(=O)NC(=O)N(Cc3ccco3)C2=O)CC1,14.0,5.3
Cc1cc(=O)[nH]c(CCl)n1,17.3,-3.0
COC(=O)C1=C(c2cc3ccccc3s2)C[C@@H]2CC[C@H]1N2C,5.3,-1.6
COC(=O)C1=C(c2cc3ccccc3s2)C[C@@H]2CC[C@H]1N2C(=O)N1CCOCC1,29.9,-1.5
CCCC12CN3CN(C1)CC(CCC)(C3)C2O (stereo not drawn),-0.7,-1.4
Nc1c2c(nc3sc4c(c13)CCCC4)CCCC2,14.1,-0.6
CC(C)CN1CCN(Cc2ccc(C(F)(F)F)cc2)CC1CCO (stereo not drawn),6.7,-2.8
O=C(N/N=C/c1c(O)n(C2CC2)c(=S)[nH]c1=O)c1ccccc1Cl,16.5,0.5
Cn1c(O)c(C=NC2C(=O)C3(C)CCC2C3(C)C)c(=O)n(C)c1=O (stereo not drawn),20.6,-2.3
CCCCn1c(O)c(C(CC)=NCCCN(C)C)c(=O)[nH]c1=O,8.3,0.0
CC(=O)OC1N=C(c2ccccc2)c2ccccc2NC1=O (stereo not drawn),6.4,-1.0
CCCC(=O)NC(Oc1ccc(C(C)=O)cc1)C(Cl)(Cl)Cl (stereo not drawn),4.3,-2.1
CCCCn1c(O)c(/C=N/NC(=O)c2ccncc2)c(=O)[nH]c1=O,-4.9,1.2
Cc1ccc(NC(=O)CN2C(=O)CN=C(c3ccccc3)c3cc(Cl)ccc32)cc1,7.2,nt
Nc1ccc([N+](=O)[O-])cc1,7.2,-1.1
COc1ccc(OC)c(N2Cc3ccccc3C2=N)c1,6.8,-0.3
CCn1ccnc1CN1CCCC(C(=O)c2cc(F)ccc2OC)C1 (stereo not drawn),8.3,-0.3
COc1cccc(-n2c(O)c(C=NCc3ccc4c(c3)OCO4)c(=O)[nH]c2=O)c1,18.7,-0.2
Cc1nc2ccccc2c(=O)n1-c1ccc([N+](=O)[O-])cc1,27.8,-0.8
Fc1ccc(C2=CCN(C(c3ccc(Cl)cc3)c3nnnn3Cc3ccccc3)CC2)cc1 (stereo not drawn),14.9,0.2
OC(CN1CCC(c2c[nH]c3ccccc23)CC1)C(F)(F)F (stereo not drawn),5.8,0.3
CC(=NCc1cccnc1)c1c(O)n(Cc2ccccc2)c(=O)[nH]c1=O,7.6,-0.3
CC12CCC3C(CC=C4CC(O)CCC43C)C1C/C(=C\c1cccc(F)c1)C2=O (stereo not drawn),-3.1,0.4
CN(C)C(=O)Oc1ccc(OC(=O)c2ccccc2)cc1,3.2,0.7
COc1ccccc1CCNC1CCC(C(C)(C)C)CC1 (stereo not drawn),0.3,-0.3
CCOc1cc2c(cc1OCC)-n1cccc1C(c1cccc(F)c1F)NC2 (stereo not drawn),14.0,0.2
Cc1cc(=O)oc2c(C)c(OCC(=O)N3CCN(Cc4ccc5c(c4)OCO5)CC3)ccc12,2.9,-0.1
CN(C)C(Cc1ccc(C#N)cc1)C(=O)c1ccccc1 (stereo not drawn),-0.5,-1.5
COc1ccc(CNC(C)Cc2cccs2)cc1 (stereo not drawn),0.8,-2.2
CC1(C)CN=C(Nc2ccc(F)c(Cl)c2)S1,5.4,-1.7
CCC(=NCc1ccco1)c1c(O)n(-c2ccccc2C)c(=O)[nH]c1=O,7.3,-1.9
COC(=O)C1=C(c2cccc(C#N)c2)C[C@@H]2CC[C@H]1N2C(=O)N1CCC(C)CC1,9.0,-0.5
c1ccc(C2N3CCCN23)cc1 (stereo not drawn),22.1,-0.9
CC12CN3CC(C)(CN(C1)C31CCOCC1)C2=O,16.8,-1.6
COC(=O)C1=C(c2cc3ccccc3o2)C[C@@H]2CC[C@H]1N2C(=O)N1CCOCC1,19.6,-0.3
Nc1ccccc1C(=O)OCC(=O)Nc1ccc(Br)cc1F,10.0,-1.5
CCC(CC)NCc1c[nH]c2ccccc12,2.8,-0.6
Cc1ccc(S(=O)(=O)N(C)N=O)cc1,6.2,-3.5
COc1cccc(C(=O)C2CCCN(Cc3ccccn3)C2)c1 (stereo not drawn),8.1,-0.8
Cc1cccc(NC(=O)COC(=O)c2cc(C)n(C3CC3)c2C)c1,0.8,-1.7
CC(C)OC(=O)Cc1ccccc1,7.7,0.8
CC(=O)[C@H]1CC[C@H]2[C@@H]3CC[C@H]4C[C@H](O)CC[C@]4(C)[C@H]3C(=O)C[C@]12C,5.2,0.2
Fc1ccccc1N1CCN(Cc2ccc3c(c2)OCO3)CC1,14.4,-1.2
COc1ccc(C2C(C(=O)N3CCC4(CC3)OCCO4)c3cc(OC)c(OC)cc3C(=O)N2C)cc1 (stereo not drawn),18.3,-2.5

# Compound profiles (already shown):
# Cc1ccc2c(c1)CC1(CN2C)C(=O)NC(=O)N(C(C)C)C1=O (stereo not drawn) as listed: OX1R antag: 18.8; STK33 kinase inh: 1.0
# CCN(CC)C(=O)c1ccc(NC(=O)CNC(C)c2cccc3ccccc23)cc1 (stereo not drawn) as listed: OX1R antag: 11.5; STK33 kinase inh: 1.3

# Remaining list, next part:
SMILES,OX1R antag,STK33 kinase inh
COc1ccc(CC(C)Nc2cccc(F)c2)cc1 (stereo not drawn),19.7,-3.1
O=C(c1cccc(Cl)c1)C1CCCN(Cc2ccon2)C1 (stereo not drawn),15.7,-4.2
CC1(C)CC(=O)C2=C(C1)NC(=O)C21C(C(=O)OC(C)(C)C)=C(N)Oc2ccc(Br)cc21 (stereo not drawn),12.1,-2.1
COC(=O)C1=CO[C@@H](C)[C@H]2CN3CC[C@]4(C(=O)Nc5ccccc54)[C@@H]3C[C@H]12,12.8,-2.8
COc1cccc2cc(-c3cc(=O)oc4ccc(OC(=O)N(C)C)cc34)oc12,15.1,2.2
CC[C@H](OC(C)=O)C(C[C@H](C)N(C)C)(c1ccccc1)c1ccccc1,6.8,nt
O=C1NC(=S)NC(=O)C12C(c1ccc(F)cc1)NC(=S)NC2c1ccc(F)cc1 (stereo not drawn),7.9,-0.9
COc1ccc(-n2c(/C=C/c3ccc(O)c(O)c3)nc3ccccc3c2=O)cc1,7.4,-1.3
Clc1cccc(Cl)c1Cl,-0.6,-0.8
Cc1ccc2cc3cc(C(=O)N4CCC5(CC4)OCCO5)oc3nc2c1,38.0,-3.6
COc1ccc(-c2cc(C(F)(F)F)n3nc(C(=O)N4CCC5(CC4)OCCO5)cc3n2)cc1OC,18.1,-0.2
O=C(O)c1cc[c]([Hg][Cl])cc1,4.7,-0.8
CCOS(C)(=O)=O,-2.1,-1.5
COC(=O)C1=C(c2c(C)noc2C)C[C@@H]2CC[C@H]1N2C(=O)N1CCC(O)(c2ccc(Cl)cc2)CC1,3.6,-3.2
COC(=O)C1=C(c2cc3ccccc3s2)C[C@@H]2CC[C@H]1N2C(=O)NCC1CC1,19.0,0.2
CCOC(=O)c1ccc(NC(=O)C2C3C=CC(O3)C2C(=O)O)cc1 (stereo not drawn),15.2,-0.4
CCCC[C@@H](C)C[C@@H](C)C(=O)N(C)[C@@H](CC(C)C)C(=O)N[C@H](C(=O)N(C)[C@H](C(=O)N1C[C@@H](O)C[C@H]1C(=O)N1C(=O)C=C[C@@H]1C)C(C)C)C(C)OC(C)=O (stereo partly drawn),52.5*,nt
O=c1[nH]c(O)c(C=NC2CCN(Cc3ccccc3)CC2)c(=O)[nH]1,13.7,-1.0
COc1ccc2c3c1OC1C(O)C=CC4C(C2)[N+](C)(C)CCC341 (stereo not drawn),-5.5,1.8
CCOP(=S)(OCC)SCOC(=O)NCC(=O)OC,15.9,-0.2
Cc1cc(C)c(-n2c(O)c(/C=N/N3CCCCC3c3cccnc3)c(=O)[nH]c2=O)c(C)c1 (stereo not drawn),7.2,-3.7
C/C(=C/C=C/[C@@H](C)C(=O)O)[C@H]1CN[C@H](C(=O)O)[C@H]1CC(=O)O,12.5,-1.3
COc1c2c(cc3c1OCO3)CCN(C)C2,11.2,-0.8
CCOC(=O)C(O)(c1ccc(NC(=O)NC2CCCCC2)cc1)C(F)(F)F (stereo not drawn),12.6,-0.9
CC(=O)NC1C(OC(=O)Cc2ccccc2)OC(COC(C)=O)C(OC(C)=O)C1OC(C)=O (stereo not drawn),2.2,0.2
CC[C@]12C=CCN3CCC4(c5cc(Br)c(OC)cc5N(C)C4[C@@](O)(C(=O)OC)[C@@H]1OC(C)=O)C32 (stereo partly drawn),26.7,-0.1
C=C(C)[C@@H]1C2C(=O)O[C@H]1[C@H]1OC(=O)[C@@]34OC3C[C@]2(O)[C@@]14C (stereo partly drawn),14.4,-1.3
CCOc1cc2c(cc1OCC)-n1cccc1C(c1c(O)cccc1OC)NC2 (stereo not drawn),3.0,-1.0
COc1ccc(Cl)cc1C(=O)C1CCCN(Cc2cnc(C)s2)C1 (stereo not drawn),10.3,-0.9
CC1(C)C[C@H]2C=C(C=O)[C@]3(C=O)C[C@]3(C)[C@H]2C1,6.4,0.1
Cc1ccc2c(c1)C1CN(C)CCC1N2C(=O)/C=C/c1ccc2c(c1)OCO2 (stereo not drawn),11.3,0.4
CCN1C[C@@]2(COC)C3[C@@H](OC)[C@H]4[C@@H]1[C@@]3(C1C[C@@]3(O)[C@H](OC(=O)c5ccccc5)C1[C@]4(OC(C)=O)[C@@H](O)[C@H]3OC)[C@@H](OC)C[C@H]2O (stereo partly drawn),8.4,-1.3
Cc1cccc(NP(=O)(Oc2ccccc2F)Oc2ccccc2F)c1C,20.4,1.2
Cc1cc(O)c(CN2CCN(c3ccccc3)CC2)cc1C,27.0,-0.4
COC(=O)C1=C(c2c(C)noc2C)C[C@@H]2CC[C@H]1N2C(=O)N1CCCCC1,-1.2,0.2
C[C@@H]1CN(C2CCC(C#N)(c3ccc(F)cc3)CC2)CC[C@]1(C(=O)O)c1ccccc1 (stereo partly drawn),17.1,-1.3
COc1ccc(C(=O)C2CCCN(C3CSCCSC3)C2)c(C)c1 (stereo not drawn),-1.9,-1.1

# Single values from the entries so far:
# For STK33 kinase inh, COC(=O)C1=C(c2c(C)noc2C)C[C@@H]2CC[C@H]1N2C(=O)N1CCCCC1 has 0.2
# For OX1R antag, Cc1ccc2c(c1)C1CN(C)CCC1N2C(=O)/C=C/c1ccc2c(c1)OCO2 (stereo not drawn) has 11.3
# For STK33 kinase inh, COc1ccc(C(=O)C2CCCN(C3CSCCSC3)C2)c(C)c1 (stereo not drawn) has -1.1
